Screening results (PubChem BioAssay)
M1 antag: human M1 muscarinic receptor antagonists, primary screen, CHO-K1 cells, Fluo-8 calcium fluorescence, 1536-well; Muscarinic acetylcholine receptor M1 (Homo sapiens), P11229; CHO-K1 hM1, ACh EC80 antagonist; inhibition, % at 3 µM; 360,000 compounds, 1.3% hits; AID 588852, 2011;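 active means percent inhibition above its own plate's cutoff, namely the mean of that plate's compound wells plus 3 SD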;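 further: peak over basal fluorescence ratio during 140 s after agonist addition; 0% = ACh EC80 plus DMSO and 100% = DMSO alone without agonist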
Target sequence (P11229 whole entry, looked up): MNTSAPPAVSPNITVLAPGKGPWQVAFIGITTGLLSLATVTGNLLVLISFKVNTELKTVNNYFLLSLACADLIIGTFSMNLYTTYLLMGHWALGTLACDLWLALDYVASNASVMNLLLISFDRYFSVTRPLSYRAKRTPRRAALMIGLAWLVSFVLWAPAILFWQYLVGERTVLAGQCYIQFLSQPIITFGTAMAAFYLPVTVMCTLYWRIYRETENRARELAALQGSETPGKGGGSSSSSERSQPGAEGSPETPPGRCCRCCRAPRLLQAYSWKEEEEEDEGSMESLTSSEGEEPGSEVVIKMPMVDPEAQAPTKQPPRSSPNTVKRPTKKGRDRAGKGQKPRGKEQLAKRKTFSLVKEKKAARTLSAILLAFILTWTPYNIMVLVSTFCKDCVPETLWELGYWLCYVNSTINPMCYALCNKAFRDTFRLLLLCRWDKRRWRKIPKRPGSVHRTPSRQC
CRFR2-BP ag: agonists of CRF-BP/CRF-R2 complex, primary screen, cell-based, HEK293, calcium dye fluorescence, uHTS. calcium dye fluorescence (FLIPR); percent of saturating CRF peptide response. activation, % at 13.2 µM. 350,000 compounds, 0.46% hits;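 active means activation of at least 50%, plus an integration ratio under a set limit after plate pattern correction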;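 further: plate controls were neutral control wells without compound for no effect and CRF at EC100 for full effect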
M5 antag: human M5 muscarinic receptor antagonists, primary screen, CHO cells, Fluo-8 calcium fluorescence. Muscarinic acetylcholine receptor M5 (Homo sapiens), P08912. CHO-hM5 cells, ACh EC80. inhibition, % at 3 µM. 360,000 compounds, 0.59% hits. AID 624040, 2012;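 active means inhibition above a per-plate cutoff, the mean of that plate's test compounds plus 3 SD, cut at about 27% in these data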;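 further: 0% = acetylcholine EC80 with DMSO and 100% = DMSO without agonist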
Target sequence (P08912 whole entry, looked up): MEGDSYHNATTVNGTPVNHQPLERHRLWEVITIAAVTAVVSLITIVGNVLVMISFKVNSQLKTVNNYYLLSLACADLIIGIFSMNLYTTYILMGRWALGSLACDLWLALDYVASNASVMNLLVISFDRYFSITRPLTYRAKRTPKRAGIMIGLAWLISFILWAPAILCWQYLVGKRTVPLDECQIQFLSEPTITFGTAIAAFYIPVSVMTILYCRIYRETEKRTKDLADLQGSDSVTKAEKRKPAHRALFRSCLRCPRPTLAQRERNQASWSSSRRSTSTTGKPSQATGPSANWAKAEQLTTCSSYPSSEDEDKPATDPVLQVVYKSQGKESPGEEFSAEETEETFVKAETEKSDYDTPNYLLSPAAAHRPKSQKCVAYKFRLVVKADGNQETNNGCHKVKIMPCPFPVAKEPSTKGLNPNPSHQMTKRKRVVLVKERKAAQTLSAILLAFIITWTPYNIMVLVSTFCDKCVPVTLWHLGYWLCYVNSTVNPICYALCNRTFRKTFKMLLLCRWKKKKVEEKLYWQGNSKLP
CHRM5 PAM: human M5 muscarinic receptor positive allosteric modulators, primary screen, CHO-K1 cells, Fluo-8 calcium fluorescence | Muscarinic acetylcholine receptor M5 (Homo sapiens), P08912 | CHO-K1 hM5, ACh EC20 PAM; 0% = ACh EC20, 100% = ACh EC100 | activation, % at 3 µM | 360,000 compounds, 0.3% hits;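 active means activation above the run cutoff, the mean activation of all test compounds plus 3 SD, cut at about 18% in these data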
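system = human M5 receptor in CHO-K1 cells | compound = one concentration, 3 µM final (nominal) | schedule = Post-acetylcholine fluorescence recording 140 s | signal = Fluo-8 calcium dye fluorescence, kinetic read | benchmarks = low control EC20 acetylcholine (0%), high control EC100 acetylcholine (100%) | repeats = singlicate, one well per test compound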
M4 antag: human M4 muscarinic receptor antagonists, primary screen, CHO cells, Fluo-8 calcium fluorescence; inhibition, % at 3 µM; 360,000 compounds, 0.73% hits; CHO-hM4 cells, ACh EC80; AID 624125, 2012;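 active means inhibition above its plate's cutoff, the mean inhibition of sample wells plus 3 SD, cut at about 27% in these data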;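 further: 0% = acetylcholine EC80 with DMSO and 100% = DMSO without agonist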
M4 ag: human M4 muscarinic receptor agonists, primary screen, CHO-K1 cells, Fluo-8 calcium fluorescence | activation, % at 3 µM | AID 624127, 2012 | 360,000 compounds, 0.14% hits | Muscarinic acetylcholine receptor M4 (Homo sapiens), P08173 | CHO-K1 hM4/Gqi5; vehicle 0%, full acetylcholine response 100%;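 active means activation above the run mean over all test wells plus 3 SD, cut at about 32% in these data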;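 further: peak over basal fluorescence ratio per well then scaled between controls; 0% = DMSO wells and 100% = acetylcholine at EC100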
M4 PAM: human M4 muscarinic receptor positive allosteric modulators, primary screen, CHO-K1 cells, Fluo-8 calcium fluorescence. activation, % at 3 µM. 360,000 compounds, 0.4% hits. Muscarinic acetylcholine receptor M4 (Homo sapiens), P08173. AID 624126, 2012. CHO-K1 hM4/Gqi5, ACh EC20; 0% = ACh EC20, 100% = maximal ACh;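 active means activation above its plate's cutoff, the mean activation of sample wells plus 3 SD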; further: some results filed as inactive read as strong as hits
CHRM1 PAM: human M1 muscarinic receptor positive allosteric modulators, primary screen, CHO-K1 cells, Fluo-8 calcium fluorescence, 1536-well; Muscarinic acetylcholine receptor M1 (Homo sapiens), P11229; CHO-K1 hM1, ACh EC20; 0% = ACh EC20, 100% = maximal ACh; activation, % at 3 µM; 360,000 compounds, 0.088% hits; in the data active means activation above about 19%, passing the limit was not always enough
CHRM5 agonist: human M5 muscarinic receptor agonists, primary screen, CHO-K1 cells, Fluo-8 calcium fluorescence; Muscarinic acetylcholine receptor M5 (Homo sapiens), P08912; CHO-K1 hM5 cells; 0% DMSO wells, 100% maximal acetylcholine response; activation, % at 3 µM; 360,000 compounds, 0.19% hits; AID 624037, 2012;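 active means activation above the run's mean over test compounds plus 3 SD, cut at about 23% in these data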;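 further: signal is peak over basal fluorescence ratio across the kinetic read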
The depositor's hits bear a star; . = not tested or not shown.

M1 antag	compound	CRFR2-BP ag	M5 antag	CHRM5 PAM	M4 antag	M4 ag	M4 PAM	CHRM1 PAM	CHRM5 agonist
-5	Cn1c(N)c(C(=O)COC(=O)C2=NNC(=O)CC2)c(=O)n(C)c1=O	0.4	0	2	3	1	13	4	-3
-13	COc1ccc(CN2CCN(C3CCOCC3)CC2CCO)c(C)c1C (stereo not given)	-0.9	12	-1	-1	0	11	11	-6
9	CC1(C)C(c2cccs2)=NC(c2ccccc2)N1O (stereo not given)	-1.1	2	0	4	0	-3	-4	-1
2	CCc1noc(C)c1C(=O)N1CCN(c2ccc([N+](=O)[O-])cc2)CC1	-1.1	1	-2	-3	10	-4	-4	1
22	CC(NCC1(N2CCOCC2)CCCCC1)C(=O)N1CCc2ccccc21 (stereo not given)	-0.7	10	-4	-1	-1	-3	-5	-8
8	Cc1cccc(NC(=O)CCN2C(=O)c3ccccc3S2(=O)=O)c1C	-2.0	13	-11	-2	12	-4	-4	3
4	Cc1ccc(-c2nc(CS(=O)CC(=O)NCCN3CCCCC3C)c(C)o2)cc1 (stereo not given)	-0.9	-1	-3	-30	0	3	-11	-10
18	O=C(Nc1ccc(O)cc1)c1ccc2c(c1)C(=O)N(Cc1ccco1)C2=O	-1.1	5	-9	13	3	-10	-8	5
2	CC(/C=N/N1CCN(Cc2ccccc2)CC1)=C\c1ccccc1	-1.0	-2	-3	-5	-2	2	3	-4
-8	C[C@H]1CN([C@@H](C)CO)S(=O)(=O)c2ccc(Br)cc2O[C@@H]1CN(C)C(=O)C1CCOCC1	-1.3	-4	6	-2	1	1	0	-1
0	O=C(CN1CCN(CC(=O)Nc2cccc(F)c2)CC1)NCC1(N2CCOCC2)CCCCC1	-0.2	8	4	0	0	-1	18	-1
-2	N#C/C(=C\c1ccc(Cl)cc1)c1nc2ccccc2o1	6.3	5	-3	-10	0	0	-5	-1
9	CCOC(=O)c1ccccc1NC1c2ccccc2C(=O)N1C1CCN(C(=O)OCC)CC1 (stereo not given)	0.8	1	-8	-16	3	-7	-18	-4
-1	Cc1ccc(N/C=C(/C#N)c2ccsc2)cc1	-0.8	1	-6	7	-2	-5	2	-5
-4	CCn1cc(C(=O)N[C@@H](CCSC)C(=O)NCCCOC)c(=O)c2cc3c(cc21)OCO3	-0.9	20	-4	8	0	-10	1	-2
-18	Cc1ccc(NC(=O)CN(C)S(=O)(=O)c2cccc3cccnc23)cc1F	-1.7	-6	3	-10	16	-5	12	0
-11	CC(=O)Nc1ccc(NC(=O)CSc2ccccn2)cc1	1.4	-9	1	-1	0	12	17	0
4	COc1ccccc1/C=N/NC(=O)CC(=O)NCc1cccnc1	-1.8	5	-3	-9	0	12	3	-3
-4	O=[N+]([O-])c1ccc(Oc2cccnc2)c([N+](=O)[O-])c1	-1.2	6	6	-1	0	0	6	-3
6	CCCc1cc(C(=O)N2CCCC(CO)(CCCc3ccccc3)C2)n(C)n1 (stereo not given)	-1.1	17	-12	0	4	-10	-3	-1
-16	CC1=C(Nc2ccc(C(=O)O)cc2)C(=O)c2ccccc2C1=O	-0.2	2	3	-1	1	2	9	-5
-2	Cc1c(/C(Cc2ccccc2)=N/O)c2ccccc2n1C	-1.0	-5	1	-12	0	14	5	0
-17	Cc1cc(NC(=O)c2ccc(S(=O)(=O)N(C)CC3CCCO3)cc2)no1 (stereo not given)	1.1	9	-12	-3	1	-2	4	-2
-6	COC(=O)c1cc2c(=O)c3ccccc3oc2nc1/C=C/N(C)C	198*	-5	6	-4	-1	4	3	0
.	CC1(C)OC(=O)C2=C(C[C@@H](CCc3ccccc3)O[C@H]2CCc2cccc(Cl)c2)O1	.	-5	4	-20	1	22	.	3
-6	O=C(Nc1c(C(=O)NCc2ccco2)cnn1-c1ccccc1)c1cccc(F)c1	0.0	-9	1	5	1	5	9	2
7	FC(F)(F)c1ccc(-c2nc3ccccc3s2)cc1	.	8	-2	1	-2	-6	-6	1
-5	Cc1nnc(SCCn2c(N3CC(C)CC(C)C3)nc3c2c(=O)[nH]c(=O)n3C)s1 (stereo not given)	34	2	-3	9	2	3	2	4
2	Cc1ccc2nc(C)c3c(c2c1)N(c1ccccc1)CC3	0.0	17	-3	7	1	-8	-9	-11
-5	COc1ccc(C(=O)Nc2ccc(NC(=O)c3ccco3)c(Cl)c2)cc1OC	1.2	9	-8	4	2	1	4	1
-8	Cc1cccc(OCCSc2nnc(-c3ccoc3C)n2C)c1	0.3	-6	-2	-2	-1	3	9	-2
8	Cc1ccc(C(=O)OC(C)C(=O)Nc2ccc3c(c2)OCO3)c(O)c1 (stereo not given)	-3.2	6	-10	3	1	-3	-1	2
4	N=C1S/C(=C\c2ccc(-c3ccccc3C(=O)O)o2)C(=O)N1c1ccc2c(c1)OCO2	-1.7	3	3	2	0	-3	0	2
16	COc1ccc(OC)c(C2SCCN2S(=O)(=O)c2cccc(C(F)(F)F)c2)c1 (stereo not given)	-0.7	8	-15	-1	2	1	-10	-3
1	O=C(Nc1nc2ccccc2[nH]1)c1ccc(Cl)cc1	-1.3	3	-2	-23	8	6	-1	2
-1	C#CC(CC)(CC)NC(=O)NC1CCCCC1	-1.1	-2	0	-3	0	-6	1	-4
-3	COc1cc(/C=C2/CCc3ccccc3C2=O)cc(OC)c1OC	-1.2	-8	2	8	6	-10	7	-1
-18	O=C(CN1CCOCC1)NC1CC2CCC1C2 (stereo not given)	1.4	-11	8	-24	1	14	7	-2
-6	CCOc1cc(C2C(C(=O)c3ccc(C)o3)=C(O)C(=O)N2CCc2ccccc2)ccc1O (stereo not given)	1.8	0	0	7	-1	-6	-7	-2
.	COC(=O)[C@]12CCCCC=C1N(CCC1=CCCCC1)C(=O)[C@H](CC(=O)NCc1ccccc1)C2	.	17	-16	5	14	-9	.	1
-28	CN(CC(=O)N1CCN(Cc2ccccc2)CC1)S(=O)(=O)c1ccc(F)cc1	-0.8	5	8	-9	4	7	17	0
-3	COc1cccc(OC)c1C(=O)NC(=S)Nc1ccc(N2CCOCC2)c(Cl)c1	0.8	-4	-7	-2	0	-1	8	0
-2	COc1cccc(/C=C/C(=O)OCC(=O)N2c3ccccc3CC2C)c1 (stereo not given)	-0.5	-3	-2	-23	2	0	4	-1
-8	CCc1ccccc1NC(=O)CC1SCCNC1=O (stereo not given)	-0.1	16	1	4	1	3	6	1
14	COc1ccc(Nc2nc(N)nc(CSc3nccc(C)n3)n2)cc1	-1.2	3	-1	-4	1	-2	-4	-7
-21	O=S(=O)(O/N=C1\CCCc2ccccc21)c1ccc(Cl)cc1	-1.4	-3	6	0	0	-3	8	-1
-4	CC(C)c1ccc(/C=C/C(=O)n2nnc3ccccc32)cc1	-1.2	-5	5	8	1	-3	8	2
-9	CC1(c2ccc(Cl)cc2)NC(=S)N2C1NC(=S)N2c1ccccc1 (stereo not given)	-0.6	1	4	9	5	-2	9	4
-12	COc1ccc(-c2c(C)nn3c(C(F)(F)F)cc(C)nc23)cc1	-2.1	3	-2	3	-3	2	5	-3
-3	CCN1CCN(C(=O)C2=CC(c3ccc(C)cc3)=NS(=O)(=O)N2C)CC1	-1.2	-1	2	-6	1	-2	2	0
-9	CN=C1c2cc3c(Br)c(OC)ccc3n2CCN1C	1.5	5	-7	20	1	-10	6	-1
-4	CCCCN(Cc1ccccc1)C(=O)C1CCCN(S(=O)(=O)c2cnc[nH]2)C1 (stereo not given)	-0.6	5	-2	10	0	-2	1	0
-17	COc1cc(C2c3c(oc4ccccc4c3=O)C(=O)N2Cc2ccco2)ccc1O (stereo not given)	-2.2	2	-4	-2	1	4	9	1
-2	CC(=O)Nc1cccc(NC(=O)c2ccc(Br)cc2)c1	0.4	-8	-12	1	2	-2	10	-4
-10	Cc1ccc(C2CC(c3ccc(Br)cc3)=NN2C(=O)CSC2=NN3CCCC(=O)N=C3S2)cc1 (stereo not given)	0.7	-11	11	6	0	3	4	-3
-9	COc1ccc(C(=O)NC(C)c2ccccc2)cc1Br (stereo not given)	-0.9	11	0	4	1	0	10	-3
7	CCC(OC(=O)c1cccs1)C(=O)NCc1ccco1 (stereo not given)	-1.1	-1	-15	-6	0	-2	-3	-5
-5	COc1ccc(N2CCN(C(=O)c3ccc(CS(=O)(=O)c4ccc(OC)cc4)o3)CC2)cc1	-1.3	2	-10	1	6	-6	-5	3
-11	COc1ccc(-n2c(C)c(C)c3c(N)ncnc32)cc1	0.1	14	-2	-8	1	5	15	0
2	CCN(CC)CCNC(=O)c1cn(C)c2ccc(S(=O)(=O)N(C)C3CCCCC3)cc2c1=O	1.8	-2	-3	-20	0	-2	-4	-2

(continued)
M1 antag	compound	CRFR2-BP ag	M5 antag	CHRM5 PAM	M4 antag	M4 ag	M4 PAM	CHRM1 PAM	CHRM5 agonist
-2	O=C(/C=C/c1ccc(Cl)c(Cl)c1)N1CCOCC1	-0.6	-5	-3	0	4	-5	-1	3
-14	O=C(Nc1ccccc1N1CCCC1)c1ccco1	-0.7	-4	1	-4	2	1	10	-1
-1	O=C(NCCCN1CCOCC1)C(=O)NCC1OCCN1S(=O)(=O)c1ccc(Cl)cc1 (stereo not given)	-1.2	-6	0	-10	0	-2	11	-1
-14	Cc1ccc(OS(=O)Nc2cccc3nccnc23)cc1 (stereo not given)	-1.4	-1	2	-23	0	8	3	-5
-28	CCOC(=O)c1cccc(N2C(N)=NC(N)=NC2(C)C)c1	0.1	10	-1	7	0	-3	-5	-7
-11	O=C(CSc1nnc(CCc2nc3ccccc3[nH]2)n1-c1ccccc1)NCc1ccco1	-0.6	-5	2	-1	1	2	10	-9
-8	COc1ccccc1/C=C/C1=NC(=C\C=C/c2ccccc2)/C(=O)O1	23	-1	-4	-8	3	1	10	1
-6	CCOC(=O)[C@@H]1[C@H]2COc3ccccc3[C@H]2N2C(=O)N(c3ccc(F)cc3)C(=O)[C@]12C	5.6	2	-4	-7	1	18	7	1
-5	COc1cccc(NC(=O)CSc2nc(N)cc(N)n2)c1	9.2	0	-1	8	2	7	2	1

Three successive records out of the list so far, quoted:
M1 antag	compound	CRFR2-BP ag	M5 antag	CHRM5 PAM	M4 antag	M4 ag	M4 PAM	CHRM1 PAM	CHRM5 agonist
-2	O=C(/C=C/c1ccc(Cl)c(Cl)c1)N1CCOCC1	-0.6	-5	-3	0	4	-5	-1	3
-14	O=C(Nc1ccccc1N1CCCC1)c1ccco1	-0.7	-4	1	-4	2	1	10	-1
-1	O=C(NCCCN1CCOCC1)C(=O)NCC1OCCN1S(=O)(=O)c1ccc(Cl)cc1 (stereo not given)	-1.2	-6	0	-10	0	-2	11	-1
